# G9a block – G9a (human) methyltransferase inhibition | Q96KQ7 | actives 8.8% (n = 350,000) | AID 504332 | Potency, µM (doses to about 102 µM), for inactives: top-dose activity, negative = inhibition, most hits filed as inhibitors | G9a H3K9 monomethylation, AlphaScreen, 2 h; further: on the % scale 0 is the no-effect control and ±100 the full control effect; nearly all actives have a fitted effect of over 75% in size
# Target sequence (Q96KQ7 913-1193 limits assumed): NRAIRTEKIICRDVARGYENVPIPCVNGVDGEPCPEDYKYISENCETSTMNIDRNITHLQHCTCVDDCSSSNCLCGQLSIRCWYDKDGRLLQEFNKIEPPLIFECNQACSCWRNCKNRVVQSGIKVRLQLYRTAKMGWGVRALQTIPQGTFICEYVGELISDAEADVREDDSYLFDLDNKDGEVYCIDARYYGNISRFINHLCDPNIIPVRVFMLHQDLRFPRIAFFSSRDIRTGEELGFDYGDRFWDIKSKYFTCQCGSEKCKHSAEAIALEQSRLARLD
#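 Quantitative HTS format: methyltransferase activity on a biotin-tagged H3K9 peptide is measured by AlphaScreen, using a rabbit anti-monomethyl-H3K9 antibody with streptavidin donor and anti-IgG acceptor beads. Final levels are 20 nM enzyme, 500 nM peptide, 20 uM SAM; 2 h RT.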
# Tb PGK inh – blocks T. brucei phosphoglycerate kinase. actives 0.043% (n = 380,000). Potency, µM (series often up to 57.5 µM), without a hit: top-dose activity change, negative = inhibition, hits mostly inhibitors. PGK/GAPDH coupled, Kinase-Glo luminescence, 60 min. P07378; further: on the % scale 0 is the no-effect control and ±100 the full control effect; nearly all actives have a fitted effect of over 60% in size
# Target sequence (P07378 whole entry, looked up): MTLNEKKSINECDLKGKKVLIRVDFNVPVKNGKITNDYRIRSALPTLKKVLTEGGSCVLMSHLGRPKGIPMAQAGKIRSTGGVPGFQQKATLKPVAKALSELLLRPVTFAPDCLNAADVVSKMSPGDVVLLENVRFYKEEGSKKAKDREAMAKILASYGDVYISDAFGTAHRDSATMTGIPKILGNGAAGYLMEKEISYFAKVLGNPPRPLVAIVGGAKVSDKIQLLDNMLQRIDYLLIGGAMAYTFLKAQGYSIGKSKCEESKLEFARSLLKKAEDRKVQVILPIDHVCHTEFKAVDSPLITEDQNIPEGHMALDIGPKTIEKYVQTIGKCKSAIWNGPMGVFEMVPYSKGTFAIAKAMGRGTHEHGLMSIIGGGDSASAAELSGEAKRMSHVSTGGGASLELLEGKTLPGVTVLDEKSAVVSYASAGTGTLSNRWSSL
#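 Recombinant glycosomal PGK reaction used 1,3-bisphosphoglycerate generated in-well by GAPDH (100nM final) in 100mM TEA pH 7.6, 5mM MgCl2, 0.01% Tween-20. After 60 minutes at room temperature, ATP was read by Kinase-Glo Plus luminescence end-point.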
# Pin1 inh – blocks the human prolyl isomerase Pin1; Q13526; Pin1 FP peptide displacement, HiFluor488, 10 min; Potency, µM (top dose mostly 115 µM), for inactives: at the highest dose activity, negative = inhibition, actives largely listed as inhibitors; actives 0.009% (n = 390,000); active means well fitted inhibition curve with a large enough effect in the polarisation, with a control signal flat, not every such curve was filed as active; inconclusive means small, poorly fitted or top-dose-only effect, or effect the other way, or a change in a side signal; inactive means no such curve, though single readings can be large or run the other way; the % refers to the polarisation; further: on the % scale 0 is the no-effect control and ±100 the full control effect
# Target sequence (Q13526 whole entry, looked up): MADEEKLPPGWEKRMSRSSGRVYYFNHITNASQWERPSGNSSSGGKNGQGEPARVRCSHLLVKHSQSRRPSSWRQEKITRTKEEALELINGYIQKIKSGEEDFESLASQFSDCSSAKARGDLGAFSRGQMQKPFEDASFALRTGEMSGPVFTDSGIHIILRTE
# JMJD2A Tudor inh – JMJD2A Tudor domain (human) inhibition. AlphaScreen JMJD2A-Tudor / H3K4me3 peptide binding. O75164. actives 4.4% (n = 390,000). Potency, µM (highest dose often 114 µM), inactives show at the top dose activity change, negative = inhibition, actives largely listed as inhibitors; further: on the % scale 0 is the no-effect control and ±100 the full control effect; nearly all actives have a fitted effect of over 50% in size
# GLS inh – blocks human kidney-isoform glutaminase activity; Potency, µM (doses to about 45.5 µM), without a hit: at the top dose activity change, negative = inhibition, most hits filed as inhibitors; GLS enzymatic activity, qHTS titration; actives 0.21% (n = 410,000); O94925; further: on the % scale 0 is the no-effect control and ±100 the full control effect
#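 Compounds were pin-transferred onto hKGA, after which L-glutamine (1 mM solution) and a detection mix of glutamate oxidase, HRP and Amplex Red were added. Initial and 30 min RT fluorescence reads were collected.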
# Pol iota inh – inhibitors of human DNA polymerase iota. Q9UNA4. Pol iota fluorescent replication assay, 10 min. actives 1% (n = 390,000). Potency, µM (series often up to 115 µM), without a hit: at the highest dose activity, negative = inhibition, actives largely listed as inhibitors. AID 588590
#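 Fluorescent replication assay read twice, at 0 min and 10 min after adding 50 nM (final) substrate. Enzyme (10 nM) and compounds were first incubated 15 min at room temperature; enzyme-free buffer wells were negative controls.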
# HP1b binding inh – inhibitors of HP1-beta chromodomain binding to methylated histone tails; P83916; AlphaScreen HP1-beta / biotin-H3K9me3 peptide binding; Potency, µM (titrated, usually from 114 µM), for inactives: at the highest dose activity change, negative = inhibition, hits mostly inhibitors; actives 0.56% (n = 390,000); AID 540317; further: nearly all actives have a fitted effect of over 70% in size; inactives centre near 23
# Target sequence (P83916 whole entry, looked up): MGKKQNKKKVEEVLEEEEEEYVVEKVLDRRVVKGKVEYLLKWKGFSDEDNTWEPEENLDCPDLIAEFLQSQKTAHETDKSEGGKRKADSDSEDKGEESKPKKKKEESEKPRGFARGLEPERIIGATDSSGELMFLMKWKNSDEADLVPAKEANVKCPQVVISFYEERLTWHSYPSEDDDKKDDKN
#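 Compound inhibition of the preformed complex between 50 nM HP1-beta and 50 nM biotinylated H3K9me3 peptide was read by AlphaScreen. Buffer was PBS pH 7.4 with 0.01% Tween-20. Incubations ran 30 min at room temperature, with 10 ug/mL donor/acceptor beads.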
# BLM helicase inh – blocks DNA unwinding by human BLM helicase; P54132; recombinant BLM DNA unwinding, fluorescence dequenching; Potency, µM (highest dose often 56.1 µM), for inactives: top-dose activity change, negative = inhibition, usual class: inhibitors; actives 0.2% (n = 350,000); AID 2528;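 further: plate controls were vehicle for no effect and no enzyme for full effect; nearly all actives have a fitted effect of over 35% in size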
# BAZ2B inh – blocks human BAZ2B. AlphaScreen BAZ2B-H3K14Ac peptide displacement. actives 4.4% (n = 360,000). AID 504333. Q9UIF8. Potency, µM (titrated, usually from 114 µM), for inactives: at the top dose activity change, negative = inhibition, actives largely listed as inhibitors; further: on the % scale 0 is the no-effect control and ±100 the full control effect; nearly all actives have a fitted effect of over 60% in size
#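 Multi-concentration screen (max 110 uM) measuring displacement of acetylated histone H3 peptide from BAZ2B by AlphaScreen, using 50 nM protein, 50 nM peptide and 10 ug/mL streptavidin donor plus Ni-chelate acceptor beads.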
# * hit, by the source's call; i = inactive; u = inconclusive; x = not tested or not shown; [ ] = another dose, or the depositor's remark. Unless noted, the call rests on the fitted dose curve; in most records, active means well fitted curve in the direction sought with a large enough effect; inconclusive means small, poorly fitted or top-dose-only effect, or another doubt; inactive means no such curve, though single readings can be large; an effect the other way counts as inactive or inconclusive. Potency means the concentration at half of the fitted maximal effect. An excerpt. The share of hits here may be higher or lower than overall.
HP1b binding inh	JMJD2A Tudor inh	BLM helicase inh	G9a block	Tb PGK inh	Pin1 inh	Pol iota inh	BAZ2B inh	GLS inh	Molecule
44%[activator]	-3%	0%	-26%[59 µM]	1%	3%	23%	1%	15%	CC(C)(C)NC(NC(=O)Cc1ccccc1)C(Cl)(Cl)Cl (stereo unspecified)
u	89µM*	-2%	u	-1%	u	9%	u	-10%	Cn1c(N)c(C(=O)NCc2ccccc2)sc1=S
16%	-21%	0%	3.2µM*	-4%	u	u	-31%	28%	COc1ncnc2c1N=C1CC(C)(C)CC(N)=C1S2
12%	-8%	-12%	-2%[59 µM]	-2%	16%	9%	-4%	-2%	O=C(c1cc(-c2cccs2)nc2ccccc12)N1CCN(S(=O)(=O)c2ccccc2)CC1
41%[activator]	-5%	1%	24%[59 µM]	6%	-1%	6%	3%	5%	O=C(NNC(=O)c1cccs1)c1ccc(Cl)cc1
29%	-5%	-9%	-6%	0%	-12%	u	8%	1%	CCOC(=O)CNc1nc(C(C)(C)C)nc2c1nnn2Cc1ccccc1
28%	-23%	-8%	-3%[0.0925 µM]	7%	9%	u	56µM*	3%	COc1ccc(/C=N/NC(=O)c2nnn(-c3nonc3N)c2-c2cccs2)cc1OC
29%	-1%	3%	-1%[59 µM]	-2%	-1%	-7%	7%	-4%	CCOCCn1cnc2sc(C(=O)Nc3ccccc3C(=O)OC)c(C)c2c1=O
25%	-3%	2%	x	-9%	-7%	19%	-3%	-2%	CN(C)CCN(CC1CCCN(Cc2ccccc2F)C1)C(=O)c1ccc(F)cc1 (stereo unspecified)
43%[activator]	2%	-1%	-33%[59 µM]	0%	2%	26%	-2%	1%	Cc1ccc(C)c(S(=O)(=O)c2cn(C)c3cc(F)c(F)cc3c2=O)c1
-6%	-33%	-11%	40µM*	-7%	u	-6%	-31%	-1%	CC(C)NC(=S)NC(=O)c1ccc(-c2ccccc2)cc1
14%	-12%	4%	51%[activator]	x	u	-10%	18%	-3%	COc1cc(-c2nc(-c3ccccn3)no2)cc(OC)c1OC
46%[activator]	-4%	-3%	26%	-6%	-7%	13%	-4%	-3%	COc1ccc(Br)cc1S(=O)(=O)n1nc(C)cc1C
31%	-13%	x	x	i	-12%	13%	x	-1%	Cc1cc(NS(=O)(=O)c2ccc(Br)s2)no1
6%	1%	4%	-25%	1%	3%	11%	9%	-3%	Cc1[nH]c(=O)c(C#N)c2c1CCCC2
-7%	-17%	x	-1%	-6%	-6%	73%[activator]	9%	-5%	COc1cccc(NC(=O)CSc2nnc(CNC(=O)c3ccco3)n2C)c1
49%[activator]	0%	0%	2%	i	2%	53%[activator]	x	22%	Cc1cc(Cl)ccc1OCC(=O)NNC(=O)c1cnccn1
9%	-17%	-1%	u	-9%	6%	1%	u	7%	Cc1cc(C(=O)c2ccccc2)c(NC(=O)CCl)s1
-5%	-15%	-2%	u	-7%	1%	51%[activator]	4%	-13%	CNS(=O)(=O)c1cn(CC(=O)NCc2ccc(OC)cc2)cc1S(=O)(=O)NC
40%[activator]	-18%	-1%	u	-3%	1%	11%	0%	-11%	COc1cc2[nH]c(=S)nc(NCc3ccccc3)c2cc1OC
253%[activator]	167%[activator]	-14%	244%[activator][59 µM]	3%	-1%	7%	170%[activator]	3%	CCOC(=O)c1cnc2c(C)c(Cl)ccc2c1NCCc1ccccc1
18%	-9%	-4%	0%	i	-6%	50%[activator]	-21%	-4%	Fc1ccccc1Cc1noc(CN2CCN(C/C=C/c3ccccc3)CC2)n1
-1%	-15%	-8%	x	i	-1%	-1%	13%	22%	COc1ccc(Cn2nnc3c(=O)[nH]c(C4CCN(C(=O)c5ccccc5Cl)CC4)nc32)cc1
21%	-13%	-3%	x	-2%	-3%	15%	1%	4%	CC(C)CCC(C)NC(=O)Cc1ccc(S(=O)(=O)N2CCOCC2)s1 (stereo unspecified)
45%[activator]	-9%	0%	6%	i	-4%	36%[activator]	-5%	6%	COc1ccc(NC(=O)NC23CC4(C)CC(C)(CC(C)(C4)C2)C3)cc1OC
1%	-22%	1%	-2%[12.7 µM]	7%	-1%	-14%	14%	13%	CCOC(=O)CNc1nc(Cl)nc(Nc2ccc(Cl)cc2)n1
29%	12%	-2%	5%[59 µM]	-8%	-4%	-12%	5%	1%	CCc1cccc(-n2c(=O)c3cccnc3n2CC(=O)Nc2ccccc2C(=O)OC)c1
25%	-20%	-2%	-3%	-3%	-1%	8%	1%	-3%	CCSc1nnc(NC(=O)Nc2cccc(C)c2)s1
2%	-26%	-4%	-8%[0.501 µM]	-1%	u	-17%	u	1%	COc1cc(/C=C2\SC(N)=NC2=O)cc(Br)c1O
-1%	-15%[11.4 µM]	6%	-15%[59 µM]	i	0%	u	6%	28%	COc1cccc(CNc2nc3ccccc3n2CCN2CCCCC2)c1OC
42%[activator]	-5%	-1%	-31%[59 µM]	-8%	-5%	4%	10%	-4%	CC(C)(C)C(=O)C(Cc1ccccc1)n1cncn1 (stereo unspecified)
19%	-3%	-1%	-10%	6%	-2%	24%	-2%	26%	NNC(=O)C1CC1c1ccccc1 (stereo unspecified)
-1%	-14%	x	u	-4%	4%	15%	-2%	-3%	CC1CN(C(=O)COC(=O)CSc2ccc([N+](=O)[O-])cc2)CC(C)O1 (stereo unspecified)
18%	-6%	0%	8%[59 µM]	-6%	2%	-7%	-6%	10%	Cc1nn(C)cc1C(C(=O)NC1CCCCC1)N(C(=O)Cc1cccs1)c1ccc(Cl)cc1 (stereo unspecified)
95%[activator]	u	-4%	14%	i	-3%	4%	u	22%	CC(=O)Nc1ccc(S(=O)(=O)NNC(=O)C(=O)NNc2ccccn2)cc1
26%	-5%	-3%	6%[59 µM]	-8%	-8%	u	8%	-7%	CCOC(=O)CC(=O)CSc1nc(C)cc(-c2cccnc2)c1C#N
-7%	-28%	x	x	-1%	6%	36%[activator]	x	-14%	COc1ccc(OC)c(Nc2cc(C)nc3ccc(C)cc23)c1
19%	4%	-1%	u	i	34%[activator]	34%[activator]	-5%	-4%	CCOC(=O)c1ccc[n+](CC(=O)Nc2cc(C(F)(F)F)ccc2Cl)c1
-3%	-15%	x	35µM*	-1%	-8%	18%	-19%	-2%	O=C(Nc1cc2c3c(c1)CC(=O)N3CCC2)c1ccco1
22%	-21%	2%	u	-10%	-4%	-4%	u	5%	COCCn1nnnc1C(c1ccc(OC)cc1)N1CCN(c2ccccc2F)CC1 (stereo unspecified)
29%	-13%	2%	38%	-1%	-3%	1%	-15%	-17%	CCCc1nnc(NC(=O)CCC(=O)N2CCN(Cc3ccc(Cl)cc3)CC2)s1
25%	-16%	-10%	-2%	-8%	5%	-13%	-5%	-2%	c1ccc(Cn2c(CSc3nnnn3-c3ccccc3)nc3ccccc32)cc1
100%[activator]	88%[activator]	-7%	88%[activator]	-2%	-1%	10%	14%	-3%	CC(SC1=NCCN1S(=O)(=O)c1ccc(F)cc1)c1ccccc1 (stereo unspecified)
46%[activator]	-13%	-3%	-1%	0%	14%	5%	-13%	0%	CC(=O)Nc1ccc(S(=O)(=O)NCC2CCC(C(=O)NC(C)c3ccccc3)CC2)cc1 (stereo unspecified)
19%	-33%	-5%	-20%[59 µM]	-6%	5%	22%	-32%	-3%	CCOc1ccccc1NC(=O)c1c2c(nc3ccccc13)C(=O)N(C1CCCCC1)C2
11%	-25%	-1%	-21%	i	-6%	-10%	u	11%	O=C(OCc1cc([N+](=O)[O-])cc2c1OCOC2)c1ccccn1
33%	-17%[57.1 µM]	1%	u	-1%	5%	10%	4%	0%	CCC(C)N(C(=O)COC(=O)Cc1n[nH]c(=O)c2ccccc12)C1CCS(=O)(=O)C1 (stereo unspecified)
38%	-10%[57.1 µM]	-6%	50µM*	-8%	0%	110%[activator]	u	-15%	Cc1cc(C(=O)CN2C(=O)NC(CC(C)C)C2=O)c(C)n1-c1ccccc1F (stereo unspecified)
19%	-3%	1%	5%	-5%	0%	18%	-17%	u	Cc1ccc(-c2csc(NC(=O)CCNC(=O)c3ccc(Cl)cc3)n2)cc1
29%	-6%	-1%	7%[12.7 µM]	5%	-2%	3%	10%	11%	COc1ccc(S(=O)(=O)NCCc2ccc(F)cc2)cc1
11%	-5%	1%	6%[59 µM]	2%	2%	5%	8%	8%	Cc1ccc(CC(=O)NCCS(=O)c2ccc(Cl)cc2)cc1 (stereo unspecified)
29%	-8%	3%	u	-1%	-1%	-14%	-31%	-4%	Cc1noc(C(=O)N2CCN(Cc3ccc4c(c3)OCO4)CC2)c1Cl
26%[57 µM]	2%	-1%	5%[59 µM]	1%	6%	2%	2%	2%	O=C(CSc1nc2c([nH]c3ccccc32)c(=O)n1-c1ccc(F)cc1)NCc1ccccc1
36%	-7%[11.4 µM]	-27%	u	-19%	u	45µM*	50µM*	1%	O=C(Nc1cccc([N+](=O)[O-])c1)c1cc2ccccc2cc1O
19%	-22%	x	-28%	i	8%	29%	-18%	-2%	COc1ccc(CN(C)C(=O)CCN(c2ccccc2)S(=O)(=O)c2ccc(C)cc2)c(OC)c1

# Taken from above:
# O=C(Nc1cc2c3c(c1)CC(=O)N3CCC2)c1ccco1 @ BAZ2B inh = -19%
# O=C(OCc1cc([N+](=O)[O-])cc2c1OCOC2)c1ccccn1 @ GLS inh = 11%
# CC(SC1=NCCN1S(=O)(=O)c1ccc(F)cc1)c1ccccc1 (stereo unspecified) @ Pin1 inh = -1%

# Given tab-delimited: entries from further up
mol	HP1b binding inh	JMJD2A Tudor inh	BLM helicase inh	G9a block	Tb PGK inh	Pin1 inh	Pol iota inh	BAZ2B inh	GLS inh
c1ccc(Cn2c(CSc3nnnn3-c3ccccc3)nc3ccccc32)cc1	25%	-16%	-10%	-2%	-8%	5%	-13%	-5%	-2%
CC(SC1=NCCN1S(=O)(=O)c1ccc(F)cc1)c1ccccc1 (stereo unspecified)	100%[activator]	88%[activator]	-7%	88%[activator]	-2%	-1%	10%	14%	-3%

# Screening data from PubChem BioAssay.
